# FBPA coupling cs = inhibits coupling enzyme system, counter-screen for aldolase hits | coupling enzyme system counterscreen, AmpLite Red fluorescence | activity change, negative = inhibition, % at 58.2 µM, hits read low | 290,000 tested, 0.67% active | AID 2472; in the data active = activity change below about -30%; note: % is set by controls: 0 for no effect and ±100 for the full control effect
#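 Final compound at 57.5 uM, incubated 10 min at RT with coupling enzyme reagent (glyceraldehyde-3-phosphate), then 20 min with substrate and AmpLite Red detection. Fluorescence read at 525/598 nm; tests interference with the coupling assay, not aldolase inhibition.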
# GALK inhibitor = inhibitors of human galactokinase | P51570 | Purified GALK, Kinase-Glo residual ATP luminescence | Potency, µM (series often up to 57.5 µM), for inactives: at the highest dose activity change, negative = inhibition, usual class: inhibitors | 270,000 tested, 0.007% active | AID 1868; note: potency is the fitted concentration of half-maximal effect; % is set by controls: 0 for no effect and ±100 for the full control effect
#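 Compounds were pin-transferred into ATP buffer (35 uM final), then GALK plus galactose (5 nM, 100 uM final) was added. After 1 h at room temperature, Kinase-Glo Plus was added and luminescence read after 10 min.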
# B2AR arrestin = beta2AR (human) beta-arrestin recruitment activity. P07550. beta-arrestin recruitment to beta2AR, cell-based reporter. Potency, µM (titrated, usually from 46.1 µM), for the others: at the highest dose activation, usual class: activators. 330,000 tested, 0.02% active;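 note: potency is the fitted concentration of half-maximal effect; 0% = DMSO controls and full agonism = EC100 isoproterenol or metaproterenol; nearly all actives have a fitted effect of over 65% in size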
# Target sequence (P07550 whole entry, looked up): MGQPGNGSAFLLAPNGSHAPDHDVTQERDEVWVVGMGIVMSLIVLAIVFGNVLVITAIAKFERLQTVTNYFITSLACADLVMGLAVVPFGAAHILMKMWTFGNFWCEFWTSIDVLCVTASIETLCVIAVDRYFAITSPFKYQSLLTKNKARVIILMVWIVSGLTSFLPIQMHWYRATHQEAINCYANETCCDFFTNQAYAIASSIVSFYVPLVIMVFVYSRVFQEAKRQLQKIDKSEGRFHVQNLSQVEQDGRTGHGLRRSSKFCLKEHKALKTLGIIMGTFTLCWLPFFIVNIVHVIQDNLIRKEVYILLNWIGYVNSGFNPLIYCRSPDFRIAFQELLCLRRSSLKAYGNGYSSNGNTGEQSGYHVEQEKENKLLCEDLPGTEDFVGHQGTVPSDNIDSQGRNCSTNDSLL
# KCNH2 3.1 inh = KCNH2 3.1 (human) potassium channel inhibition; activity change, % (tested at about 1.8 µM); U2OS KCNH2 3.1, thallium flux FluxOr; active compounds read low; 340,000 tested, 0.95% active; AID 720553;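 active = maximum activity change below -70%; inconclusive = maximum activity change from -70% to -50%; inactive = maximum activity change above -50%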;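 note: thallium influx rate constant from kinetic fluorescence after stimulation buffer; % is set by controls: 0 for no effect and ±100 for the full control effect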
#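 Steps: virus added to U2OS suspension (4 h, RT, dark); medium with 10% FBS added, cells plated, 37 C overnight; FluxOr/Red40 loading buffer 45 min RT; stimulation buffer, 2 min kinetic read; rate constant normalized.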
# TRPV1 agonist = agonists of human vanilloid receptor 1 (TRPV1); TRPV1-expressing cells, Fluo-8 calcium influx, agonist mode; activation, % at 8.33 µM; 320,000 tested, 0.19% active; in the data active = activation above about 80%; inconclusive = between about 30% and that limit; note: 0% is about no effect
#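 Cells expressing TRPV1 were dye-loaded with Fluo-8 and read kinetically: 10 s baseline, 3 min after compound (agonist portion), then 2 min after EC20 capsaicin (allosteric enhancer portion). Calcium-bound dye fluorescence at 480/520 nm.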
# USP2a inh = blocks human ubiquitin-specific protease USP2a; AID 463254; Potency, µM (doses to about 38.3 µM), for inactives: at the highest dose activity change, negative = inhibition, most hits filed as inhibitors; 330,000 tested, 0.01% active; USP2 core, Ub-CHOP2 coupled fluorogenic reporter, 485/531; O75604;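 note: potency is the fitted concentration of half-maximal effect; plate controls were DMSO wells for no effect and full inhibition by NEM control for full effect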
#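 Cell-free coupled assay: 10nM USP2 core preincubated 30min RT with compound in Tris-HCl pH 8.0/CaCl2/CHAPS buffer, then 25nM Ub-CHOP2 and 25nM reporter substrate; fluorescence (Ex 485/Em 531) read after 60min RT, normalized to NEM inhibition, concentration-response curves fitted.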
# KCNH2 WT inh = inhibitors of human wildtype KCNH2 potassium channel; Q12809; U2OS, BacMam KCNH2, thallium flux FluxOr; active compounds read low; activity change, % at 1.84 µM; 340,000 tested, 0.37% active;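 active = maximum activity change below -70%; inconclusive = maximum activity change between -70% and -50%; inactive = maximum activity change above -50%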; note: % is set by controls: 0 for no effect and ±100 for the full control effect
#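 U2OS cells transduced with wild-type KCNH2 virus are loaded with FluxOr dye for 45 min, and thallium flux is measured in kinetic reads before and after stimulation buffer. Rate constants are normalized to DMSO controls.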
# Menin-MLL TR inh = menin-MLL binding inhibition, Texas Red mutant peptide. O00255. Menin + Texas Red MLL mutant peptide, fluorescence polarization. Potency, µM (top dose mostly 61.6 µM), inactives show top-dose FP activity change, negative = inhibition, usual class: inhibitors. 270,000 tested, 0.23% active; active = well fitted inhibition curve with a large enough effect in the polarisation, with a control signal flat, not every such curve was filed as active; inconclusive = small, poorly fitted or top-dose-only effect, or effect the other way, or a change in a side signal; inactive = no such curve, though single readings can be large or run the other way; the % refers to the polarisation; note: potency is the fitted concentration of half-maximal effect; % of control where 0% means no effect; many of its hits are not listed in these tables
# PKM2 act = activators of human pyruvate kinase M2 | P14618 | purified PKM2, Kinase-Glo ATP luminescence, activation; response scale: 0% is enzyme alone, no compound | Potency, µM (highest dose often 57.5 µM), inactives show at the highest dose activation, usual class: activators | 260,000 tested, 0.34% active; note: potency is the fitted concentration of half-maximal effect; % is set by controls: 0 for no effect and ±100 for the full control effect; nearly all actives have a fitted effect of over 55% in size
# Target sequence (P14618 whole entry, looked up): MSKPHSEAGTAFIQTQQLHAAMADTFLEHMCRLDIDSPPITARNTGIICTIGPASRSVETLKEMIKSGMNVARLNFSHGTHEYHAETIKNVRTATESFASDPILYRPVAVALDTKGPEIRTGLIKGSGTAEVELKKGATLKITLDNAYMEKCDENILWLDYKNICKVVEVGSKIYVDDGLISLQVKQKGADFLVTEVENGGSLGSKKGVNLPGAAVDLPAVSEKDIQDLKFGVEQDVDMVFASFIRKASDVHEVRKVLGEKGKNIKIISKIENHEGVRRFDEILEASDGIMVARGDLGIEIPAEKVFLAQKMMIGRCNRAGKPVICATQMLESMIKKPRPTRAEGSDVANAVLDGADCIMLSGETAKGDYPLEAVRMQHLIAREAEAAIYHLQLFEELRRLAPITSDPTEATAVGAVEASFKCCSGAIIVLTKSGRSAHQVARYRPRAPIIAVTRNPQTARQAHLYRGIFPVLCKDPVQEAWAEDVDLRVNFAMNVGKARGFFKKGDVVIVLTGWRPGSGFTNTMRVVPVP
#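 Kinase-Glo luminescence reports ATP generated from ADP (0.1 mM) and PEP (0.5 mM) by purified hPK-M2 after 1 h at room temperature, pH 7.2 imidazole buffer; intermediate enzyme activity allows detecting inhibitors and activators.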
# MLL CXXC-DNA inh = MLL CXXC-DNA interaction inhibition | Q03164 | MLL-CXXC / FITC-HOXA9 DNA fluorescence polarization | Potency, µM (doses to about 115 µM), without a hit: top-dose activity change, negative = inhibition, usual class: inhibitors | 290,000 tested, 0.037% active | AID 2662; active = well fitted inhibition curve with a large enough effect in the polarisation, with a control signal flat, not every such curve was filed as active; inconclusive = small, poorly fitted or top-dose-only effect, or effect the other way, or a change in a side signal; inactive = no such curve, though single readings can be large or run the other way; the % refers to the polarisation; note: potency is the fitted concentration of half-maximal effect
#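 Steps: dispense CXXC domain solution (7 uM) → pin compounds or unlabeled HOX-A9 DNA control → 5 min ambient → add FLSN-HOX-A9 solution (50 nM) → spin → 30 min ambient → fluorescence polarization. Tris pH 7.5/NaCl/DTT/BSA buffer.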
# Giardia killer = Giardia lamblia killing; Giardia lamblia trophozoite viability; activity change, % at 7.66 µM, hits read low; 340,000 tested, 0.15% active; AID 540267; in the data active = activity change below about -80%; inconclusive = between about -30% and that limit;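 note: parasites exposed to compound for two days anaerobically before the ATP read; % is set by controls: 0 for no effect and ±100 for the full control effect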
#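 Killing of trophozoites was scored by loss of ATP luminescence after a 48 hrs anaerobic exposure to compounds at 37 deg C, using 100 cells per well.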
# * marks the source's active call; other numbers are inactive results; ? = inconclusive; . = no result given; & = joins results of further samples; [ ] = remark or other dose. Unless noted, calls come from the whole dose curve; as a rule, active = well fitted curve in the direction sought with a large enough effect; inconclusive = small, poorly fitted or top-dose-only effect, or another doubt; inactive = no such curve, though single readings can be large; an effect the other way counts as inactive or inconclusive. An excerpt (hit frequency here may not be typical).
SMILES,FBPA coupling cs,GALK inhibitor,B2AR arrestin,KCNH2 3.1 inh,TRPV1 agonist,USP2a inh,KCNH2 WT inh,Menin-MLL TR inh,PKM2 act,MLL CXXC-DNA inh,Giardia killer
COc1ccc2[nH]c(C)c(CCN(Cc3cccs3)C(=S)Nc3ccccc3)c2c1,-23.8,-0.2%,0.4%,-6.3,-1.8,6.9%,-2.3,?,6.3%,9.4%,-13.7
O=S(=O)(c1ccccc1C(F)(F)F)N1CCN(c2ncnc3sccc23)CC1,.,.,0.2%,-22.1,.,1.3%,31.8,.,.,.,-7.2
CC1CC(C)CN(C(=O)c2ccccc2Nc2ccc(SC(F)F)cc2)C1 (stereo not given),0.4,-1.7%,-0.1%,-12.5,?,0.8%,-2.4,?,-0.9%,-1.7%,12.2
Cc1ccccc1C(=O)Nc1ccc(C(=O)N/N=C/c2ccc(F)cc2)cc1,2.6,1.5%,-0.2%,-10.4,28.9,0.6%,1.0,?,.,-5.3%,-12.8
O=C(c1ccccc1OC(F)F)N1CCN(S(=O)(=O)c2ccc3c(c2)OCCCO3)CC1,.,.,-0.3%,?,-1.5,4.3%,-0.9,.,.,.,20.3
Cc1ccc(C2CC(c3ccccc3)n3ncnc3N2)cc1 (stereo not given),-1.1,1.7%,-0.1%,-35.2,1.3,0.7%,-1.6,6.1%,-7.5%,5.6%,4.7
Cn1cc(/C=N/NC(=O)c2ccc(C#N)cc2F)c2ccccc21,-17.7,-2.2%,-0.7%,5.1,-2.1,0.0%,4.7,49.5%[activator],-0.6%,-2.6%,-9.7
CCOC(=O)c1c(N)sc(C(=O)N(CC)CC)c1C,0.7,-1.6%,-0.5%,3.6,0.6,0.8%,8.5,0.3%,-16.1%,-7.2%,-2.2
CCCCn1c(N)c(N(CCOC)C(=O)C2CC(=O)N(c3cccc(SC)c3)C2)c(=O)[nH]c1=O (stereo not given),.,.,-0.2%,-5.8,1.5,0.0%,0.6,.,.,.,-22.7
C[C@H](CO)N1C[C@H](C)[C@@H](CN(C)S(=O)(=O)c2cccs2)Oc2c(NC(=O)Nc3ccccc3)cccc2C1=O,.,.,-0.7%,-3.6,.,1.8%,1.3,.,.,.,20.8
CC(NC(=O)Cn1cccc1C(=O)c1ccccc1)c1ccccc1 (stereo not given),0.7,1.8%,-1.1%,12.2,5.2,-0.9%,-0.7,-2.7%,.,4.8%,-1.2
CC(OC(=O)c1cc(=O)[nH]c2ccccc12)c1ccccc1 (stereo not given),-0.1,-2.9%,-0.9%,23.0,3.5,1.3%,-9.1,3.5%,7.1%,7.7%,-13.8
COc1ccc(CNC(=O)c2cccc(NC3=NC4CS(=O)(=O)CC4S3)c2)cc1 (stereo not given),-1.8,.,-0.8%,12.6,1.0,1.9%,-5.5,-20.1%,7.2%,.,-8.7
CC(C)CNC(=O)COc1ncnc2ccccc12,-2.8,-0.1%,-0.2%,2.9,0.9,0.9%,5.3,5.9%,-5.4%,1.9%,23.1
CC1(C)CC(=O)C2=C(C1)OC(N)=C(C#N)C2c1ccc2c(c1)OCO2 (stereo not given),1.3,-2.1%,-0.1%,-3.4,-2.2,-1.0%,-3.6,-0.6%,3.7%,0.7%,24.9
O=C(NC(=S)NC1CCSC1=O)c1cccc([N+](=O)[O-])c1 (stereo not given),.,5.0%,-0.4%,11.1,-2.8,0.3%,-14.7,.,0.2%,-4.4%,1.3
OCCNc1ncnc2c1sc1nc(N3CCOCC3)c3c(c12)CCC3,-13.0,10.3%,0.1%,19.9,-3.1,0.9%,0.1,-18.8%,1.6%,0.5%,-0.6
CCCN(CC(=O)Nc1ccccc1C)C(=O)C1CC(=O)N(c2cccc(C)c2C)C1 (stereo not given),.,.,-0.2%,-22.2,-2.3,-1.1%,-4.1,.,.,.,-6.4
O=C(C1CCCC1)N1CCC(CC2CC(c3cccc(Br)c3)=NO2)(C(=O)NCC2CCCCC2)CC1 (stereo not given),0.6,.,-0.7%,-33.3,-1.8,-1.8%,5.0,-28.3%,2.9%,1.4%,-28.6
Cc1nn(-c2ccc(F)cc2)c(C)c1CN1CCN(CCc2ccccc2)C(CCO)C1 (stereo not given),1.6,-3.1%,0.4%,-7.2,2.5,1.1%,10.9,-23.1%,-0.5%,2.6%,14.9
NC(=O)c1c(NC(=S)Nc2ccc(F)cc2)sc2c1CCCC2,2.4,-5.4%,-1.2%,8.0,-1.0,0.0%,3.9,?,0.6%,1.2%,-0.1
CCOC(=O)CCNC(=O)Nc1ccc2nc(C)n(Cc3cccc(Cl)c3)c(=O)c2c1,3.8,-2.0%,-0.1%,1.7,2.5,1.3%,2.4,31.9%[activator],0.1%,-4.2%,1.6
CCn1c(=O)c(C(=O)CN2CCN(S(=O)(=O)c3cc(C)ccc3C)CC2)c(N)n(Cc2ccccc2)c1=O,0.3,0.0%,-0.3%,-13.1,-1.6,0.3%,-1.4,-0.7%,-2.7%,2.5%,4.6
O=C1c2ccccc2S(=O)(=O)N1Cc1c(F)cccc1Cl,-0.9,-1.3%,-0.1%,5.1,-0.8,1.3%,1.0,-7.7%,1.9%,-6.3%,6.3
COc1ccccc1C(=O)Nc1cc2ccccc2oc1=O,1.2,1.2%,-0.6%,4.3,-0.6,1.3%,5.1,8.6%,0.2%,-8.1%,6.2

# Following part.
SMILES,FBPA coupling cs,GALK inhibitor,B2AR arrestin,KCNH2 3.1 inh,TRPV1 agonist,USP2a inh,KCNH2 WT inh,Menin-MLL TR inh,PKM2 act,MLL CXXC-DNA inh,Giardia killer
CC1CCc2c(nc3ncnn3c2N2CCN(c3ccccc3)CC2)C1 (stereo not given),1.3,4.3%,0.0%,5.7,12.1,1.2%,-14.0,-11.0%,0.0%,-1.4%,0.3
Cc1cccc(-n2cnc3cc(C(=O)N4CCCCC4)ccc32)c1,4.8,-0.7%,3.4%,0.7,10.1,3.6%,-8.3,-0.5%,-3.2%,4.7%,-4.1
O=C(CNC(=O)c1sc2ccccc2c1Cl)NCc1cccnc1,.,-6.9%,-0.2%,-12.8,3.2,-1.5%,-7.9,.,0.7%,52.3%[activator],11.6
CCCN1CCN(CCCNC(=O)C2CCN(c3nnc(-n4c(C)ccc4C)s3)CC2)CC1,0.4,1.5%,-0.9%,6.5,-1.4,0.3%,-9.0,-12.3%,.,-0.4%,23.2
CC(C)CN1C(=O)C(=O)N(CC(=O)NCc2ccc3c(c2)OCO3)C1=O,-0.1,-0.7%,-0.1%,11.4,-3.0,0.3%,7.0,-2.3%,-0.5%,-3.2%,-8.7
O=C(CN1C(=O)NC2(CCCc3ccccc32)C1=O)NCCc1ccc(F)cc1 (stereo not given),.,.,-0.6%,3.3,.,3.7%,-2.4,.,.,.,-16.5
O=C(COc1ccccc1F)NNC(=O)c1cccc(-n2cccc2)c1,.,-2.1%,-0.8%,-4.1,5.1,-1.1%,4.1,.,1.9%,1.9%,-4.8
O=C(CSc1n[nH]c(-c2ccccc2)n1)Nc1ccc(F)cc1F,.,-10.2%,0.1%,-3.8,6.3,2.5%,-4.1,.,.,37.0%[activator],17.9
Cn1cc(CN2CC3C[C@@H]4CC2C[C@H](C3)C4)c(-c2ccc3c(c2)OCCO3)n1,-0.8,6.8%,0.0%,-4.9,-0.5,0.0%,-0.6,0.3%,-0.4%,3.9%,9.6
Cc1ccc(-n2nc(C)c(NC(=O)COC(=O)c3ccccc3NCCO)c2C)cc1,.,.,-0.2%,-4.1,-1.2,0.6%,53.5,.,.,.,8.2
CCOC(=O)CN(C(=O)CSc1nnc(CNc2ccc(F)cc2)n1CC)c1ccc(F)cc1,-0.2,-3.4%,-0.2%,-16.0,0.6,1.2%,14.1,.,-0.1%,1.2%,-2.9
CCN(CC)CCNC(=O)C(=O)NCC1OCCN1S(=O)(=O)c1ccc([N+](=O)[O-])cc1 (stereo not given),0.6,0.2%,1.7%,-30.2,-4.7,4.7%,33.7,1.3%,-5.7%,3.1%,8.9
COc1cccc(CNC(=O)Cn2ccc3cc(S(=O)(=O)N4CCCCCC4)ccc32)c1,3.8,-2.2%,-0.4%,-24.4,15.2,1.8%,11.5,13.1%,.,3.5%,14.3
COc1ccc(CNC(=O)C2CCC(CNc3c(N4CCOCC4)c(=O)c3=O)CC2)cc1 (stereo not given),0.7,3.1%,0.2%,5.0&-2.9,-2.0,-1.9%,-3.4&3.7,4.2%,-17.5%,-3.5%,-1.1&-19.6
